# HSF-1 act = increases HSF-1 driven luciferase reporter signal | NIH3T3-HGL HSF-1 luciferase reporter, MG132, 8 h; 100% = twice DMSO control signal | activation, % at 9 µM | 1.7% of 300,000 active;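 active = mean replicate activation of at least 50% with a set share of replicates each reaching 50%; inconclusive = only one of those two conditions met; inactive = mean below 50% and too few replicates reaching it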;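 also: 0% = median of the neutral control wells and 100% = twice that signal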
# Platelet DG rel = platelet dense granule release activity | human platelet-rich plasma, SFLLRN dense granule ATP release, luminescence | inhibition, %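 (compounds screened at 7.5 µM in platelet-rich plasma)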 | 0.22% of 300,000 active;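 active = mean replicate score, as percent of positive control, at or above 50; inconclusive = mean below 50 but at least one replicate at or above 50; inactive = mean and every replicate below 50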
# HSF1 inhib = HSF1 inhibition; NIH3T3-HGL HSE-luciferase, MG132-induced, luminescence 8 h; active compounds read low; activity change, negative = inhibition, % at 7.5 µM (by protocol); 0.77% of 300,000 active;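 active = more than half of replicate wells show activity change below -50%, luminescence cut by over half; inconclusive = some wells, but at most half, below -50%; inactive = no replicate well below -50%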;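 also: luciferase reports HSF-1 transcriptional activity via heat shock element; 0% = median of DMSO wells and -100% = zero luminescence signal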
# aSyn 5UTR inh = MLPCN primary screen, SNCA 5' untranslated region. alpha-synuclein 5'UTR reporter, inhibitor activity. inhibition, % (tested at 7.5 µM). 0.82% of 300,000 active. AID 1813; in the data active = inhibition above about 60%; inconclusive = no clear call, values can overlap the other calls;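 also: H4 neuroglioblastoma cells stably carrying SNCA 5'UTR luciferase fusion; 0% = DMSO wells and 100% = positive control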
# HIF activator = HIF pathway transcriptional activation; 0.32% of 300,000 active; U2OS HRE-luciferase reporter, luminescence; normalized: DMSO 0%, desferrioxamine 100%; activation, % at 7.5 µM (by protocol);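 active = mean activation of at least 10% of the iron chelator positive control signal, with at least half of replicates also reaching 10%; inconclusive = mean and replicate majority disagree about reaching 10%; inactive = mean and most replicates under 10%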
# IEC-6 cytotox = IEC-6 cytotoxicity, counter-screen for KLF5 inhibitors; luminescence viability; inhibition, % at 5 µM; 0.78% of 290,000 active; AID 1825; in the data active = inhibition above about 22%;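 also: 0% = plate median of test compound wells and 100% = cytotoxic reference compound wells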
# HDAC3 inh = inhibitors of human histone deacetylase 3; O15379; recombinant HDAC3, fluorogenic peptide/trypsin coupled, fluorescence; inhibition, % at 8.3 µM; 0.15% of 320,000 active; in the data active = inhibition above about 26%, passing the limit was not always enough; inconclusive = no clear call, values can overlap the other calls
# Target sequence (O15379 whole entry, looked up): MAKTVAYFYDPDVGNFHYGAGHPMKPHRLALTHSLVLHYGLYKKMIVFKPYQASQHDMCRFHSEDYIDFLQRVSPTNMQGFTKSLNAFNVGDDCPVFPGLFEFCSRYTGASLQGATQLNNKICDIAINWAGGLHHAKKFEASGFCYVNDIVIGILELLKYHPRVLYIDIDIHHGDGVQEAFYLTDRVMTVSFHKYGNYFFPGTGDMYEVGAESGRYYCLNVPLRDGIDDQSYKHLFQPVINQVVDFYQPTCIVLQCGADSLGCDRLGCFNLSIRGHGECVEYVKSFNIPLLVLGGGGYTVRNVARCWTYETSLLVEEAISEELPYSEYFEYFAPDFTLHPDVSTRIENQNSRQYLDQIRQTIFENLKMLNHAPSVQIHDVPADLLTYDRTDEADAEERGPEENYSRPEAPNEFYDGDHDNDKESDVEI
# AI-2 QS mod = modulates the Vibrio harveyi AI-2 quorum sensing system. AID 2094. Vibrio harveyi JMH597 AI-2 luminescence/OD600 ratio, 9 h; active compounds read low; strain lacks LuxN and CqsS sensors; 0 = neutral-control median. activity change, % at 7.5 µM. 0.4% of 300,000 active; in the data active = activity change below about -75%, passing the limit was not always enough; inconclusive = no clear call, values can overlap the other calls;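 also: luminescence divided by OD600 gain over 9 h not by final OD600 alone; inactives centre near 13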
# HSP90 refold inh = HSP90 refolding inhibition in rabbit reticulocyte lysate; inhibition, % at 5.6 µM; 0.91% of 290,000 active; luciferase refolding luminescence, 3 h;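 active = inhibition above the screen-wide mean plus 3 SD, computed separately per campaign, cut at about 16% in these data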;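 also: 0% = DMSO wells and 100% = 60 µM geldanamycin wells; inhibitors lower the luminescence because luciferase stays unfolded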
# KLF5 inhibitor = inhibitors of KLF5 expression. AID 1700. 0.23% of 290,000 active. inhibition, % at 5 µM. DLD-1 KLF5 promoter-luciferase reporter, luminescence;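 active = inhibition above a per-plate limit of that plate's mean compound inhibition plus 3 SD, cut at about 60% in these data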;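 also: 0% = DMSO wells and 100% = LY294002 at 200 µM; higher means less KLF5 promoter-driven luciferase light; inactives centre near -14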
# Active calls of the source: *; ? = inconclusive; nt = no result given. Rows were taken by chance, and some 5% of all compounds hit somewhere here.
SMILES,HSF-1 act,Platelet DG rel,HSF1 inhib,aSyn 5UTR inh,HIF activator,IEC-6 cytotox,HDAC3 inh,AI-2 QS mod,HSP90 refold inh,KLF5 inhibitor
OC(C#CCN1CCCCCC1)(c1ccccc1)c1cccnc1 (centres undefined),11,18,0,7,-0.7,-3,-4,24,-1,-3
CC(C)(C)n1ncc2c(=O)n(CC(=O)N3CCc4ccccc43)cnc21,-41,2,-34,-27,0.1,3,-1,6,8,-9
Cc1cnc(C(=O)OCC(=O)c2cc(C)n(C)c2C)cn1,30,4,4,-3,0.7,4,0,11,2,-13
O=C(OCCOc1cccc(Cl)c1)c1cc(S(=O)(=O)N2CCCCC2)ccc1N1CCOCC1,20,-60,17,-12,0.6,nt,3,4,nt,nt
Cc1ccc(S(=O)(=O)N(C)C)cc1NC(=S)N1CCc2ccccc21,-6,11,-8,-7,-0.2,5,-1,-1,0,-19
CNc1oc(-c2cccs2)nc1S(=O)(=O)c1ccccc1,0,4,-4,-11,-0.3,3,-2,31,-5,-24
O=C(Nc1ccc(C(=O)O)cc1)/C(=C/c1ccc([N+](=O)[O-])cc1)NC(=O)c1ccccc1,-3,0,-1,21,-0.1,-6,12,23,2,-27
Cc1nnc(SCC(=O)n2c3c(c4ccccc42)CCCC3)s1,5,0,6,-10,-1.5,6,2,10,3,2
COc1ccc(N(C)S(=O)(=O)c2c(C)[nH]c(=O)[nH]c2=O)cc1,23,-2,-3,5,-0.1,-5,1,17,1,-19
N#CCCn1nnc(-c2ccccc2F)n1,-71,-1,-63*,8,0.2,-9,-7,24,-2,-31
CCC1(CC)C(=O)C2=C3C1[C@H](C(=O)OC)CC(C(=O)OC)C[C@H]3n1c(=O)n(-c3ccccc3)c(=O)n1[C@H]2C (some centres undefined),12,2,0,-2,-2.6,nt,7,15,nt,nt
COc1ccccc1CNC(=O)c1cc(-c2ccccc2)nn1CC1CC(c2cccnc2)=NO1 (centres undefined),1,1,0,31,-3.0,nt,4,24,nt,nt
CCN(CC)S(=O)(=O)c1ccc(N=Nc2cc(C)cc(Br)c2O)cc1,31,-6,4,-76,0.1,nt,1,18,nt,nt
CCn1c(=O)n(CC)c2cc(S(N)(=O)=O)c(C)cc21,11,-1,-4,-29,-0.1,-3,-5,6,1,-22
Cn1c(=O)oc2cc(S(=O)(=O)NCc3ccc(C(=O)O)cc3)ccc21,-5,9,3,12,0.2,-8,1,6,6,-9
c1ccc(-c2nc(N3CCCC3)nc3ccccc23)cc1,3,-1,3,10,-0.3,-7,-5,3,-2,-26
O=C(CC(=O)N/N=C/c1ccccc1)NCc1ccccc1,8,2,-4,10,-0.3,-4,-3,27,2,-1
COc1ccc(N(C(=O)CNC(=O)c2cccs2)C(C(=O)NC2CCCC2)c2cccnc2)cc1 (centres undefined),6,3,-4,9,-0.1,-2,2,17,2,9
COc1ccc(C(=O)N/N=C/c2cc3ccccc3[nH]c2=O)cc1,3,-4,-1,-13,0.4,0,-9,16,2,0
CN1CCN(C(=O)/C(=C\c2cccs2)NC(=O)c2ccccc2)CC1,-11,1,-5,-6,0.1,-1,7,22,-2,-22
COc1ccc(C(=O)Nc2cccc3c2C(=O)NC3=O)cc1S(=O)(=O)N1CCOCC1,-18,2,4,0,-0.2,2,-9,28,1,-7
CC(C)(C)CNc1cc(N2CCOCC2)ccc1[N+](=O)[O-],-11,-2,4,14,0.0,1,4,11,-3,-8
O=C(c1ccc(Cl)cc1)[C@@H]1[C@@H]2C(=O)N(c3ccc(Cl)cc3)C(=O)[C@@H]2C2c3ccccc3C=NN21 (some centres undefined),9,4,-3,-32,-0.2,10,0,12,-4,-13
COc1ccc(CC(=O)Nc2cccc3ccccc23)cc1OC,11,-4,-1,27,-0.6,10,5,11,1,-1
CCOc1ccc(NC(=O)CSc2nnc(NC(=O)C3CC3)s2)cc1,7,13,1,17,-0.1,-3,2,14,3,-14
CCCn1c(C)cc(C(=O)COc2ccc(C)nc2[N+](=O)[O-])c1C,-12,-3,-17,-5,0.4,-5,-1,19,2,-10
CNC(=O)c1ccc2c(c1)nnn2C,-1,8,2,9,-0.1,1,1,16,-2,10
O=C(O)CC(C(=O)N(c1ccccc1)c1ccccc1)N1CCOCC1 (centres undefined),-9,6,4,10,0.0,-5,-2,21,-4,-9
Cc1cccc(Nc2nc(C)nc3c2oc2ccccc23)c1,-12,3,5,-18,-1.1,16,-2,10,-4,-35
CCOC(=O)c1cnc2nc(SC)nn2c1N,-3,-1,-4,-18,0.0,0,-2,13,0,-11
O=C(COC(=O)/C=C/c1ccc(F)cc1)Nc1ccc2[nH]c(=O)[nH]c2c1,3,-2,0,-8,-53,nt,-4,2,nt,nt
COc1ccc(-n2nc3c(c2NC(=O)c2ccc(S(=O)(=O)N4CCOCC4)cc2)CS(=O)(=O)C3)cc1,-1,2,1,0,-0.1,4,1,19,-2,-26
CC(CCc1ccccc1)NC(=O)COC(=O)C1=COCCO1 (centres undefined),1,3,-7,-7,-0.1,1,-4,17,-4,9
CC(Cc1ccccc1)C(=O)N(C)Cc1cccnc1 (centres undefined),3,6,1,3,-1.1,0,4,27,-2,-13
Cc1c(NC(=O)c2cc(-c3cccc(Cl)c3)on2)c(=O)n(-c2ccccc2)n1C,-9,-17,3,0,-0.2,0,6,32,1,-7
CCCNS(=O)(=O)c1ccc(CCC(=O)NCCc2ccc(OC)c(OC)c2)cc1,-2,-4,-3,13,0.0,1,3,-14,-1,8
Cn1cc(-c2cc(C(=O)O)on2)cn1,-3,4,1,19,0.4,1,-6,32,-5,-27
COc1ccccc1NC(=S)NC1CCCCC1,8,-2,1,-13,0.4,-6,2,15,0,-6
Cc1ccc2c(c1)N(CC(=O)Nc1ccccc1F)C(=O)CO2,-4,-3,-1,12,-0.9,-3,-1,8,22*,-12
CC(=O)Nc1ccc(NC(=O)C(C)n2nc([N+](=O)[O-])c(Br)c2C)cc1 (centres undefined),-9,1,-8,-7,0.3,4,-6,27,1,2
CC(Sc1cnccn1)C(=O)O (centres undefined),-17,1,-4,-3,0.0,3,-3,3,1,18
O=[N+]([O-])c1ccc(N/N=C/c2sc(N3CCOCC3)nc2-c2ccccc2)c(S(=O)(=O)Nc2ccc(Cl)cc2)c1,-22,-11,-3,76*,0.2,7,nt,11,7,-26
COc1ccc(CCNC(=O)c2ccc(Cl)cc2Cl)cc1,14,8,3,-22,0.5,-6,2,-13,1,-13
CC(C)c1cc[n+](-c2nc([O-])sc2C=O)cc1,-8,-7,-2,3,-0.5,-15,1,8,0,-13
Cc1nnc(SCC(=O)NNC(=O)COc2ccc(Cl)cc2)n1C,29,0,0,-1,-0.3,0,?,10,0,-37
NC(=O)c1c(NC(=O)CCCC(=O)O)sc2c1CCCCCC2,14,-19,-5,-13,-0.3,1,2,-9,4,6
CCCNC(=O)c1cc(C)no1,-2,-4,3,13,-0.1,-1,3,22,-1,-4
CN(C)c1cc[n+](Cc2ccccc2)cc1,3,10,-10,-5,0.4,3,-3,7,-2,12
COc1ccc(N=Cc2c(O)[nH]c3ccccc23)cc1OC,41,5,18,-9,4.0,-1,7,10,3,-10
CCC(=O)N(Cc1ccco1)Cc1cc2cc3c(cc2[nH]c1=O)OCO3,2,7,-4,4,-0.3,4,-2,17,2,-7
Cc1cccc(CCNC(=O)c2cccc(N3CCCC3=O)c2)c1,9,8,-10,-16,0.1,-1,5,45,1,-166
COc1cc(/C=N/NC(=O)c2nnn(-c3nonc3N)c2C(C)C)ccc1O,-2,9,-2,6,-0.5,2,10,8,-2,-3
CC1CCc2c(sc3ncnc(NCCN4CCOCC4)c23)C1 (centres undefined),24,-1,2,10,-0.3,nt,9,24,nt,nt
COc1cccc(CC(NC(C)=O)C(=O)NC2CCN(S(=O)(=O)c3ccc4ccccc4c3)CC2)c1 (centres undefined),-12,3,4,3,-0.3,4,1,29,4,-21
Cc1ccc(CN2CCC(n3nccc3NC(=O)c3ccc4c(c3)OCO4)CC2)o1,14,-9,9,-7,-0.6,6,3,7,4,12
CCOC(=O)N1CCN(c2c(NCCCN(CC)c3cccc(C)c3)c(=O)c2=O)CC1,29,-2,1,5,-0.6,4,4,5,0,3
Cc1cc(-c2csc(N)n2)c(C)n1-c1ccc(Cl)c(Cl)c1,-1,-3,0,-3,-0.5,9,nt,29,4,-24
O=C(CSC1=NNC(c2ccccn2)S1)Nc1ccccc1 (centres undefined),-67,17,-62*,34,2.7,1,3,31,8,-57
O=C(COc1ccc(F)cc1)N1c2ccccc2CCc2ccccc21,3,-1,-9,-3,-0.2,0,4,11,0,6
CCc1ccc(NC(=O)Cn2ncn3c(cc4ccccc43)c2=O)cc1,8,-18,-3,12,-0.8,-9,-5,0,6,-20

# More structures:
SMILES,HSF-1 act,Platelet DG rel,HSF1 inhib,aSyn 5UTR inh,HIF activator,IEC-6 cytotox,HDAC3 inh,AI-2 QS mod,HSP90 refold inh,KLF5 inhibitor
CN(Cc1ccco1)S(=O)(=O)c1ccc(CN2C(=O)c3cccnc3C2=O)s1,-6,-3,-5,-7,nt,-11,-8,26,-3,-22
COc1ccccc1C(C)N(C)Cc1nc(COc2ccccc2)no1 (centres undefined),-6,15,-3,6,-0.2,2,0,7,1,-32
Cc1ccc(NC(=O)c2ccc(CSc3ccccn3)cc2)c(O)c1,27,4,6,-28,0.3,-4,-1,-16,-1,-22
CCC(C)NC(=O)C(NS(=O)(=O)c1ccc2c(c1)c(=O)n(C)c(=O)n2C)c1ccccc1 (centres undefined),nt,nt,nt,nt,nt,-8,-2,nt,-3,-2
CCOc1ccc(OCCC(=O)OCC(=O)c2c(N)n(C)c(=O)n(C)c2=O)cc1,-11,37,-1,17,-0.2,nt,2,6,nt,nt
CN(C)CCCNS(=O)(=O)c1cc(Cl)c(Cl)cc1Cl,nt,nt,nt,nt,nt,0,3,4,-1,-11
CCOC(=O)C1=C(C)N(c2ccccc2)C(=O)C1,28,-5,-2,-32,0.0,1,-2,1,-2,-17
CCCCN(C)CCOc1ccccc1OCC,-5,17,-6,30,-0.1,2,-2,15,0,0
CC(NC(=O)c1cccc(F)c1)C1CC2CCC1C2 (centres undefined),34,7,1,21,-0.6,nt,-3,34,nt,nt
Cc1nc(NNC(=O)c2ccc(Cl)cc2Cl)cc(-c2ccccc2)n1,24,9,1,-8,-0.1,1,-6,15,0,-14
O=C(CNC(=O)c1ccccc1)N/N=C/C=C/c1ccccc1,9,-3,1,6,0.0,-3,-2,7,4,-31
COC(=O)Cc1c(O)ccn(CCc2ccc(S(N)(=O)=O)cc2)c1=O,25,-13,-3,-14,1.3,2,-1,-1,4,-24
OCCOCCOc1cccc2[nH]ccc12,8,17,1,-10,-0.2,-2,0,7,0,-6
COC(=O)c1ccc(N(CC(=O)NCC2CCCO2)C(=O)CCC(=O)Nc2cc(C)on2)cc1 (centres undefined),3,-28,-3,-16,0.1,4,9,-4,5,-31

# Bioassay records: PubChem, several laboratories
